High-throughput results from PubChem BioAssay.
SRC1 TRFRET art: TR-FRET detection interference compounds, primary screen, artefact control for PPARgamma SRC-1 recruitment agonists, biochemical, TR-FRET emission ratio; TR-FRET detection artefact counter-screen; active compounds read high; TR-FRET ratio at 8 µM; 0.34% of 99,000 active; in the data active = TR-FRET ratio above about 2300; also: inactives centre near 1800
SRC3 TRFRET art: TR-FRET detection interference compounds, artefact control for PPARgamma SRC-3 recruitment agonists, biochemical, TR-FRET ratio; TR-FRET artefact counter-screen, PPARgamma/SRC-3 format; active compounds read high; TR-FRET ratio at 8 µM; 0.39% of 99,000 active; in the data active = TR-FRET ratio above about 2000; also: inactives centre near 1600
Active calls of the source: *; & = joins results of further samples.

canonical_smiles | SRC1 TRFRET art | SRC3 TRFRET art
CN(C)CCOc1ccccc1Cc1ccccc1 | 1704 | 1356
C[C@@H]1C[C@H]2[C@@H]3C[C@H](F)C4=CC(=O)C=C[C@]4(C)[C@@]3(F)[C@@H](O)C[C@]2(C)[C@@]1(O)C(=O)COC(=O)C(C)(C)C | 1754 | 1483
C/C=C(/C)C(=O)OC1c2c(ccc3ccc(=O)oc23)OC(C)(C)C1OC(=O)/C(C)=C\C (stereo not given) | 1911 | 1483
CCCCOc1ccc(CC(=O)NO)cc1 | 1836 | 1630
NC(N)=NC(=O)Cc1c(Cl)cccc1Cl | 1545 | 1636
C=C1c2cccc(O)c2C(O)=C2C(=O)[C@]3(O)C(O)=C(C(N)=O)C(=O)[C@@H](N(C)C)[C@@H]3[C@@H](O)[C@H]12 | 1770 | 1559
COc1ccccc1OCCNCC(O)COc1cccc2[nH]c3ccccc3c12 (stereo not given) | 1807&1869 | 1556&1431
COc1ccc2ccc(=O)oc2c1 | 1904 | 1701
Cc1cccc(C)c1NC(=O)C1CCCCN1C (stereo not given) | 1844 | 1860
COc1ccc2nc(NC(=O)Nc3ccccc3)sc2c1 | 1568 | 1412
O=c1cc(-c2ccc(O)cc2)oc2cc(O[C@@H]3O[C@H](CO)[C@@H](O)[C@H](O)[C@H]3O[C@@H]3OC[C@](O)(CO)[C@H]3O)cc(O)c12 | 1752 | 1427

Rewritten with each value named: part of the list above
COc1ccc2ccc(=O)oc2c1
  SRC1 TRFRET art: 1904; SRC3 TRFRET art: 1701

Cc1cccc(C)c1NC(=O)C1CCCCN1C (stereo not given)
  SRC1 TRFRET art: 1844; SRC3 TRFRET art: 1860

COc1ccc2nc(NC(=O)Nc3ccccc3)sc2c1
  SRC1 TRFRET art: 1568; SRC3 TRFRET art: 1412

O=c1cc(-c2ccc(O)cc2)oc2cc(O[C@@H]3O[C@H](CO)[C@@H](O)[C@H](O)[C@H]3O[C@@H]3OC[C@](O)(CO)[C@H]3O)cc(O)c12
  SRC1 TRFRET art: 1752; SRC3 TRFRET art: 1427

This is a subset; rates above refer to the full screens.
